From PubChem BioAssay
OX1R antag-1 = human HCRTR1 antagonism. AID 434989. actives 0.43% (n = 330,000). CHO/OX1R cells, Fluo-8 calcium fluorescence, orexin A. inhibition, % at 5 µM;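 active = inhibition above its plate's threshold, mean inhibition of all tested compounds on the plate plus 3 SD, cut at about 37% in these data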;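 note: 0% = orexin A challenge wells and 100% = SB-334867-A antagonist wells; not every result past the cut was called active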
Target sequence (O43613 whole entry, looked up): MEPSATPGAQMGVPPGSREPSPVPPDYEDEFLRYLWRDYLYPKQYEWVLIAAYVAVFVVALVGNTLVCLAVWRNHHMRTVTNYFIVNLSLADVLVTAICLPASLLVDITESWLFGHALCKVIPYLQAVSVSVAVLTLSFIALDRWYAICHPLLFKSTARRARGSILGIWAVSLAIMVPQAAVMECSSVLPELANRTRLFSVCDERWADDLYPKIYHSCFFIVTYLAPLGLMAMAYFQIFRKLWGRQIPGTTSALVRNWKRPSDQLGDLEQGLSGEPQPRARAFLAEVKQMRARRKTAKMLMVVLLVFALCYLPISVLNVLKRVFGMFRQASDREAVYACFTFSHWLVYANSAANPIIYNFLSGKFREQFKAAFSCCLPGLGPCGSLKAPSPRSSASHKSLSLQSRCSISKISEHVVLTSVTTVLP
OX1R antag-2 = antagonists of human orexin 1 receptor (OX1R). O43613. OX1R-expressing cells, FRET antagonist read-out. inhibition, % at 6.6 µM. actives 1.8% (n = 330,000). AID 485270; in the data active = inhibition mostly above about 38%, no sharp cut-off; inactive = mostly below about 40%;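 note: 0% = agonist challenge alone and 100% = reference antagonist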
Numbers without * were called inactive.

SMILES	OX1R antag-1	OX1R antag-2
O=C(Cc1ccccc1F)N1CCN(CC(=O)N2CCCC2)CC1	-12	3
O=C(CSC1c2ccccc2-c2ccccc21)N/N=C/c1ccccc1O	-1	60*
NS(=O)(=O)c1cccc(N2CCNCC2)c1	-18	13
CC(=O)O[C@@H]1[C@H]2CC[C@@H]3[C@]1(C[C@@H](OC(C)=O)[C@@]1(O)C([C@@H]4O[C@@H]4C1(C)C)[C@]3(C)O)C[C@@]2(C)O (stereo partly specified)	-18	15
Cc1ccc(Cn2cc(C=O)c(-c3ccc(C)cc3)n2)cc1	-4	6
Cc1ccc(O)c(C(=O)c2cc(C(=O)NCc3ccccc3)c(=O)n(Cc3ccccc3)c2)c1	-16	8
CC(=O)N1CC(=O)Nc2ccc(Cl)cc2C1c1ccccc1 (stereo unspecified)	-13	0
COC(=O)C1=C(c2c(C)noc2C)C[C@@H]2CC[C@H]1N2C(=O)NCCO	-3	2
CCCCn1c(=O)c(C(=O)NCc2ccncc2)c(O)c2ccccc21	-19	31
CCCCN1C(=O)NC(=O)C2(Cc3cc(C)ccc3N(C)C2)C1=O (stereo unspecified)	-20	9
O=c1[nH]c(=O)n(Cc2ccco2)c(O)c1C=NCCN1CCNCC1	2	0
CCCSP1(=S)NCCCO1 (stereo unspecified)	-11	12
CCCC(C)C1C(C#N)=C(N)Oc2c1c(=O)oc1ccccc21 (stereo unspecified)	-32	19
CCOC(=O)CSCCOc1ccc(C=C2C(=O)NC(=O)NC2=O)cc1OC	-12	14
N#CCCn1cc(C(=O)Nc2ccc([N+](=O)[O-])cc2)c(-c2ccc3c(c2)OCCO3)n1	0	0
S=C(NCCc1ccccc1)NCCc1cnc[nH]1	-19	-7
CC(=NCCN1CCCCC1)c1c(O)n(-c2ccccc2)c(=O)[nH]c1=O	-6	6
CCC(=NCc1ccco1)c1c(O)n(-c2ccccc2)c(=O)[nH]c1=O	0	24
C/C(=N\Nc1ccccc1)c1c(O)n(-c2ccccc2)c(=O)[nH]c1=O	-28	4
O=C(CN1CCOCC1)c1cccc2ccccc12	-3	23
COC(=O)C1=C(c2cccc(OCc3ccccc3)c2)C[C@@H]2CC[C@H]1N2C(=O)NCCOc1ccc(OC)cc1	22	24
CC(C)n1nnnc1CN1CCN(C)CC1	-15	8
CCN1CCN(c2ccc([N+](=O)[O-])cc2C#N)CC1	-1	31
CCCc1nnc(NC(=O)CCC(=O)N2CCC3(CC2)OCCO3)s1	-7	4
Cc1cccc(C#N)c1	-9	1
Oc1ccc2c3c1OC1c4[nH]c5ccccc5c4C[C@@]4(O)C(C2)N(CC2CC2)CC[C@]314 (stereo partly specified)	-17	6
CCN1C[C@]2(CO)CC[C@H](OC)[C@@]34C5C[C@H]6[C@H](OC)C5[C@](O)(C[C@H]6OC)[C@@](O)(C(OC)C23)[C@@H]14 (stereo partly specified)	-4	10
CC(C)Cc1nnc(NC(=O)CCC(=O)N2CCN(CCOC(c3ccccc3)c3ccccc3)CC2)s1	-26	13
CC(=O)Nc1ccc(OCCF)cc1	-4	27
CCn1c(O)c(C=NCCN2CCOCC2)c(=O)n(CC)c1=S	-17	20
COc1ccc(C(=O)C2CCCN(C3CSCCSC3)C2)c(OC)c1 (stereo unspecified)	-16	-2
C[C@H]1C(=O)O[C@@H]2CCN3CC=C(COC(=O)[C@](C)(O)[C@]1(C)O)[C@H]23	3	9
Oc1ccccc1Cl	-5	3
COc1ccc(C2(c3cccc(O)c3OC)CCN(C(C)=O)CC2)cc1O	-2	22
CN1CCCC(C(=O)c2ccc(-c3ccccc3)cc2)C1 (stereo unspecified)	-15	11
CCCC(C)n1[nH]c(=O)c2c1NC(=O)CSC2c1ccc(OC)c(OC)c1 (stereo unspecified)	-5	15
Cc1cccc2c1N(N=O)CCC2	-3	23
O=[N+]([O-])c1ccc(N2CCNCC2)cc1NCc1ccco1	-13	59
O=C(O)Cn1cc(/C=C2\C(=O)NC(=O)N(Cc3ccco3)C2=O)c2ccccc21	5	10
Cc1ccc(/C=C2\C(=O)NC(=O)N(CCc3ccc(F)cc3)C2=O)s1	-6	20

In the list so far, 2 contain a Cl atom:
SMILES	OX1R antag-1	OX1R antag-2
CC(=O)N1CC(=O)Nc2ccc(Cl)cc2C1c1ccccc1 (stereo unspecified)	-13	0
Oc1ccccc1Cl	-5	3

The results go on.
SMILES	OX1R antag-1	OX1R antag-2
CN1C(=O)C(=Cc2ccccc2Oc2ccc(Cl)c(F)c2)C(=O)N(C)C1=O	-1	0
Cn1c(O)c(C(=NCCc2c[nH]c3ccccc23)c2ccccc2)c(=O)n(C)c1=O	2	0
O=C1CN=C(c2ccc(Cl)cc2)c2oc3ccccc3c2N1	-7	7
O=C1NC(=O)C(CCc2ccncc2)(C2CCCCC2)C(=O)N1	-18	-7
CCOC(C(=O)OCCC[N+](C)(CC)CC)(c1ccccc1)c1ccccc1	-3	6
O=c1[nH]c(=S)[nH]c(O)c1N=Nc1ccc(S(=O)(=O)N2CCOCC2)cc1	-13	140*
CC(C)(C#CC(=O)O)OOC(c1ccccc1)(c1ccccc1)c1ccccc1	-19	16
COP(=O)(C#Cc1ccccc1)C(O)c1ccc(Br)cc1 (stereo unspecified)	-19	7
O=C(Cc1ccccc1)OCC(=O)c1ccc(F)cc1	-2	4
O=C(C1CCC(=O)N1C1CCCC1)N1CCC2(CC1)OCCO2 (stereo unspecified)	2	4
Brc1cccc(CNCCc2ccc3c(c2)OCO3)c1	1	6
O=C(Cc1ccccc1)NC(Oc1ccccc1Cl)C(Cl)(Cl)Cl (stereo unspecified)	-11	33
Cn1c(O)c(C(=Nc2ccccc2)SCc2ccc(Cl)cc2)c(=O)n(C)c1=O	-13	16
C[C@@H]1C(=O)O[C@@H]2[C@H](O)C34[C@@H]5OC(=O)C3(O[C@H]3OC(=O)[C@H](O)C34[C@H](C(C)(C)C)[C@H]5O)[C@@]12O (stereo partly specified)	-4	4
C#C[C@]1(O)CC[C@H]2[C@@H]3CCC4=CC(=O)CC[C@]4(C)[C@H]3CC[C@@]21C	-4	10
CN1C(=O)C(=Cc2ccccc2OCc2ccc(C(=O)O)cc2)C(=O)N(C)C1=O	-7	19
O=C1NC(=O)C(C/C=C/c2ccccc2)C(=O)N1	-11	28
O=C(COc1ccccc1)N1CCN(Cc2c[nH]c3ccccc23)CC1	-14	10
Cc1cc(=O)[nH]c(SCc2nc3ccccc3c(=O)n2-c2ccccc2C)n1	-33	6
O=C(Cc1ccccc1)N1CCN(Cc2c[nH]c3ccccc23)CC1	-8	4

Two records picked at random from the list so far, as already listed:
SMILES	OX1R antag-1	OX1R antag-2
O=C(COc1ccccc1)N1CCN(Cc2c[nH]c3ccccc23)CC1	-14	10
O=C1NC(=O)C(CCc2ccncc2)(C2CCCCC2)C(=O)N1	-18	-7

The listing continues.
SMILES	OX1R antag-1	OX1R antag-2
C=CCn1c(O)c(C=Nc2ccc(OC)cc2C)c(=O)[nH]c1=O	-26	4
CCOP(=S)(OCC)Oc1cc(C)oc(=O)c1Cl	-1	7
CN(C)S(=O)(=O)c1cc(C(=O)N2CCC(C(=O)O)(c3ccccc3)CC2)ccc1Cl	-1	5
COC(=O)C1=C(c2cccc(OCc3ccccc3)c2)C[C@@H]2CC[C@H]1N2C(=O)NCCc1ccc(F)cc1	32	6
CCc1ccc(N2C(=O)NC(=O)C(Cc3ccc(OC)cc3OC)C2=O)cc1 (stereo unspecified)	-31	4
O=C1Nc2ccc(Br)cc2C(c2ccccc2Cl)=NC1O (stereo unspecified)	-7	12
c1ccc2c(N3CCNCC3)nsc2c1	-6	5
O=C1NC(=O)C(=Cc2ccc(N3CCOCC3)cc2)C(=O)N1	-5	19
CCC(=NCc1ccco1)c1c(O)n(-c2ccc(C)cc2)c(=O)[nH]c1=O	-2	-5
COc1cc(C(=O)N/N=C/C23CC[C@@H](O)CC2(O)CC[C@@H]2[C@@H]3CCC3(C)C(C4=CC(=O)OC4)CCC23O)ccc1O (stereo partly specified)	-4	6
C=CCC1(Nc2ccccc2)CC(C)N(C)CC1C (stereo unspecified)	-8	2
CCOC(=O)C1=C(N)Oc2ccccc2C12C(=O)N(CC(=O)OC)C(CC(=O)OC)=C2C(=O)OC (stereo unspecified)	-11	9
O=C(NCC(c1cccnc1)N1CCN(c2ccccc2F)CC1)Oc1ccccc1 (stereo unspecified)	-31	23
COc1c(O)ccc2c1-c1c3c(cc4c1C(C2)N(C)CC4)OCO3 (stereo unspecified)	6	9
O=C1NC(=O)C(=Cc2ccc(-c3ccccc3[N+](=O)[O-])o2)C(=O)N1	14	21
O=C(c1ccccc1F)c1cn(CC(=O)N2CCCCC2)c2ccccc12	-20	4
Cc1cc(C)cc(N2C(=O)NC(=O)/C(=C\C=C\c3ccco3)C2=O)c1	1	10
Clc1ccccc1CN1CCN(c2ccccc2Cl)CC1	-49	1
COc1ccc(CC(=O)N2CCN(C)CC2)cc1	-9	7
NCCCC(=O)OC1N=C(c2ccccc2Cl)c2cc(Br)ccc2NC1=O (stereo unspecified)	-12	16
CC(=O)c1c(C)n(Cc2ccccc2Cl)c2ccc(O)cc12	-11	26
CN1C(=O)C(=Cc2ccc(N(C)C)c([N+](=O)[O-])c2)C(=O)N(C)C1=O	-7	27
O=C1C=CC(=O)C=C1	-4	14
Cc1nc2cc(C(F)(F)F)ccc2n1C1CCN(Cc2nnnn2Cc2cccs2)CC1	43*	-1
C=CCOC(=O)C1=C(C)OC(N)=C(C(=O)OCC)C12C(=O)N(CC(N)=O)c1ccccc12 (stereo unspecified)	-34	17
O=[N+]([O-])c1ccccc1-c1cc(-c2ccccc2)cc(-c2ccccc2)[n+]1Cc1ccccc1Cl	70*	34
COC(=O)C1=C(c2c(C)noc2C)C[C@@H]2CC[C@H]1N2C(=O)NCCNC(C)=O	-7	2
C=CCN1C(=O)NC(=O)/C(=C/c2cc3c4c(c2)CCCN4CCC3)C1=O	-1	21
O=C1CC(N2CCC(n3c(=O)[nH]c4ccccc43)CC2)C(=O)N1Cc1ccccc1 (stereo unspecified)	-10	6
N#CCN1CCN(c2ccc(C(F)(F)F)cc2)CC1	-7	12
O=[N+]([O-])c1ccc(Nc2ccccc2)cc1	-17	15
CC(C)(C)c1ccc(OC(=O)N2CCCCC2)cc1	-12	9
CCC(C)(C)n1nnnc1C(c1cccs1)N1CC=C(c2ccc(F)cc2)CC1 (stereo unspecified)	-2	20
C=CCn1c(O)c(C(CC)=NCCCO)c(=O)[nH]c1=O	-8	10
CC(=O)CCC(C)=O	-5	1
O=C1C(=O)c2cccc3cccc1c23	-2	101*
Cc1cc(OCC(=O)OC(C)C)c2c3c(c(=O)oc2c1)CCCC3	-32	16

By substructure, the compounds so far containing an NH in an aromatic ring.
SMILES	OX1R antag-1	OX1R antag-2
O=c1[nH]c(=O)n(Cc2ccco2)c(O)c1C=NCCN1CCNCC1	2	0
S=C(NCCc1ccccc1)NCCc1cnc[nH]1	-19	-7
CC(=NCCN1CCCCC1)c1c(O)n(-c2ccccc2)c(=O)[nH]c1=O	-6	6
CCC(=NCc1ccco1)c1c(O)n(-c2ccccc2)c(=O)[nH]c1=O	0	24
C/C(=N\Nc1ccccc1)c1c(O)n(-c2ccccc2)c(=O)[nH]c1=O	-28	4
Oc1ccc2c3c1OC1c4[nH]c5ccccc5c4C[C@@]4(O)C(C2)N(CC2CC2)CC[C@]314 (stereo partly specified)	-17	6
CCCC(C)n1[nH]c(=O)c2c1NC(=O)CSC2c1ccc(OC)c(OC)c1 (stereo unspecified)	-5	15
Cn1c(O)c(C(=NCCc2c[nH]c3ccccc23)c2ccccc2)c(=O)n(C)c1=O	2	0
O=c1[nH]c(=S)[nH]c(O)c1N=Nc1ccc(S(=O)(=O)N2CCOCC2)cc1	-13	140*
O=C(COc1ccccc1)N1CCN(Cc2c[nH]c3ccccc23)CC1	-14	10
Cc1cc(=O)[nH]c(SCc2nc3ccccc3c(=O)n2-c2ccccc2C)n1	-33	6
O=C(Cc1ccccc1)N1CCN(Cc2c[nH]c3ccccc23)CC1	-8	4
C=CCn1c(O)c(C=Nc2ccc(OC)cc2C)c(=O)[nH]c1=O	-26	4
CCC(=NCc1ccco1)c1c(O)n(-c2ccc(C)cc2)c(=O)[nH]c1=O	-2	-5
O=C1CC(N2CCC(n3c(=O)[nH]c4ccccc43)CC2)C(=O)N1Cc1ccccc1 (stereo unspecified)	-10	6
C=CCn1c(O)c(C(CC)=NCCCO)c(=O)[nH]c1=O	-8	10

A portion of the library (hit frequency here may not be typical).
